# BL2 CD40 inh – CD40 pathway inhibition in BL2 cells. BL2 NF-kB luciferase reporter, CD40L-induced, 4 h. actives 0.94% (n = 83,000). inhibition, % at 10 µM;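 active = mean inhibition of at least 50% with a set share of replicates also reaching that level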;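 also: 0% = neutral control wells and 100% = IKK inhibitor VII at 50 µM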
# The depositor's hits bear a star; & = joins results of further samples; [ ] = dose if it differs, or a comment.
SMILES,BL2 CD40 inh
CSC1=NCCN1C(=O)COc1ccc2ccccc2c1,-12.2
C[C@@H]1CN([C@H](C)CO)C(=O)c2cc(-c3ccc(F)cc3)cnc2O[C@@H]1CN(C)S(C)(=O)=O,-23.6[25 µM]
FC(F)(F)c1cccc(Cn2cnc(NC(=S)NCCc3ccccc3)n2)c1,11.8
COc1ccc(NC(=O)Nc2ccc3c(c2)[C@H]2C[C@@H](CC(=O)N4CCN(C)CC4)O[C@@H](CO)[C@H]2O3)cc1,4.9[25 µM]
O=C(c1cccnc1)N1C[C@H]2[C@@H](c3ccccc31)[C@H](CO)N2C(=O)C1CCCCC1,3.9
O=C(CN1C(=O)NC2NC(=O)NC21)N/N=C/c1ccccc1F (stereo not given),5.6
CC(C)NC(=O)Nc1ccc2c(c1)C(=O)N(C)C[C@@H](C)[C@H](CN(C)C(=O)NC(C)C)O2,-28.8
CN(C)CCOCCOc1ccc(Cl)c2ccccc12,-2.3
CC(=O)N1[C@@H](CO)[C@H](c2ccccc2)[C@@H]1CN(C(=O)NC(C)C)C1CCCC1,11.5[25 µM]
Cc1cccc(NC(=O)CNC(=O)c2ccc(-n3cncn3)c([N+](=O)[O-])c2)c1C,13.8
CN(C)C(CNC(=O)CCc1c[nH]c2ccccc12)c1ccccc1 (stereo not given),-1.2
O=C(COCc1cc(-c2ccc3c(c2)OCO3)on1)N1CCN(c2ccccc2)CC1,-24.3
COc1ccc(-c2csc(-c3cc4ccccc4oc3=N)n2)cc1,-27.8
CCC(Sc1nc2ccccc2o1)C(=O)O (stereo not given),-2.6
CCCNC(=O)C(=O)Nc1ccc2c(c1)N(S(=O)(=O)c1cccs1)CCC2,-32.9
CCOc1ccc(S(=O)(=O)Nc2ccc(C(=O)NCC3(N4CCCCC4)CCCCC3)cc2)cc1,1.0
CC(C)(C)Sc1ccc(N)nc1,-6.8
COc1ccc(Cc2noc(CN(C)Cc3ccc(-n4cccn4)cc3)n2)cc1OC,-0.4
CC(=O)NC[C@H]1[C@@H](c2ccc(-c3ccccc3F)cc2)[C@@H](CO)N1CCC(F)(F)F,-3.5[25 µM]
CCN(c1ccc(NC(=O)CSc2ccc3c(c2)OCCO3)cc1)C(C)C,-12.5
CC(C)CNC[C@@H]1[C@@H](c2ccccc2)[C@@H](CO)N1Cc1ccc(F)cc1,-5.0[25 µM]
CC(C)Oc1ccc(C(=O)Nc2cc(S(=O)(=O)N3CCOCC3)ccc2N2CCOCC2)cc1,-3.0
O=C(Cn1nnc(-c2cccc(C(F)(F)F)c2)n1)NC1CCCC1,-5.4
COc1ccccc1S(=O)(=O)N1[C@@H]2CNC[C@H]1[C@H]2c1ccc(-c2ccccc2C)cc1,15.3
Cc1cc(C)n2nc(C(=O)Nc3ccc(S(=O)(=O)N4CCCCC4)cc3)nc2n1,9.3
# Other results
SMILES,BL2 CD40 inh
O=C(c1ccc(S(=O)(=O)Nc2ccccc2Cl)cc1)N1CCOCC1,7.1
CCN1CCN(S(=O)(=O)c2ccc(OC)c3ccccc23)CC1,5.6
Cn1ccnc1C1CCCCN1Cc1nc(-c2ccc3c(c2)OCO3)no1 (stereo not given),-10.5
COc1cccc(-c2nn(-c3ccc(C)cc3)cc2C(=O)N2CCc3cc(OC)c(OC)cc3C2)c1,7.3
COc1cc2c(cc1OC)C(C)=NC1(CCCCC1)C2,-10.6
CN1C(=O)c2cc(NC(=O)C3CCC3)ccc2OC[C@H]2O[C@@H](CC(=O)NCc3ccccc3F)CC[C@H]21,7.4
CCn1c2ccccc2c2cc(NC(=O)N3CCCCC3)ccc21,-61.8
O=[N+]([O-])c1ccc(C=CC=Cc2ccccc2)cc1,2.9
COc1ccc(CNC(=O)C[C@H]2CC[C@@H](NC(=O)Nc3ccc4c(c3)OCO4)[C@@H](CO)O2)cc1,-7.4
CCOc1ccc(S(=O)(=O)NC(C)C)cc1C(N)=O,14.3
CN(C)CC(=O)Nc1ccc2c(c1)[C@H]1C[C@H](CC(=O)N3CCCCC3)O[C@H](CO)[C@H]1O2,-2.8[25 µM]
O=C(Nc1cccc(NC(=O)C2CC2)n1)C1CC1,11.1
Cc1nc2ccccc2n1CC(O)Cn1c2ccccc2c2ccccc21 (stereo not given),27.0
O=C(CN1C(=O)NC2(CCc3ccccc32)C1=O)NC1CCCCC1 (stereo not given),-2.2
CCCNC(=O)N1[C@H](C#N)[C@@H](c2ccccc2C2=CCCCC2)[C@@H]1CO,-3.8[25 µM]
CS(=O)(=O)NCCSCc1c(F)cccc1Cl,7.8
COc1ccc(C2(CNC(=O)Cc3ccccc3)CCCC2)cc1OC,3.2
Cc1ccc2oc(=O)n(CC(=O)O)c2c1,8.7
COc1ccc(NC(=O)C(C)SCc2ccccc2)cc1 (stereo not given),-30.1
CC(C)OCCCN1C(=O)c2ccccc2C1C(=O)NC1CCCCC1 (stereo not given),2.9&26.5
CC(=O)N1c2ccccc2Sc2ccc3ccccc3c21,9.0
CS(=O)(=O)Nc1ccc2c(c1)[C@@H]1C[C@H](CC(=O)NCCc3ccccc3)O[C@@H](CO)[C@@H]1O2,2.2[25 µM]
O=C(c1ccc(S(=O)(=O)N2CCCC2)cc1)N1CCCc2ccccc21,16.9
COc1ccc2c3c(n(C)c2c1)[C@@H](CO)N(C(=O)c1cccc(F)c1)CC31CN(C(=O)c2cccc(F)c2)C1,7.9[25 µM]
CN(CC(=O)Nc1cccc(F)c1)C(=O)c1cn(-c2ccccc2)nc1-c1ccccc1,6.0

# Two consecutive records already listed, for reference:
SMILES,BL2 CD40 inh
O=C(c1ccc(S(=O)(=O)Nc2ccccc2Cl)cc1)N1CCOCC1,7.1
CCN1CCN(S(=O)(=O)c2ccc(OC)c3ccccc23)CC1,5.6

# Later entries.
SMILES,BL2 CD40 inh
C[C@H](CO)N1C[C@H](C)[C@H](CN(C)Cc2cccc(C(=O)O)c2)Oc2ncc(C#CCc3ccccc3)cc2C1=O,1.6[25 µM]
CNS(=O)(=O)c1cccc(C(=O)OCC(=O)Nc2cc(F)ccc2F)c1,1.3
CCSc1nc2nc(C)cc(C)n2n1,6.9
O=C(C[C@H]1C[C@@H]2c3cc(NC(=O)C4CCC4)ccc3O[C@@H]2[C@H](CO)O1)NCc1ccc(Cl)cc1,6.3[25 µM]
COc1cc(OC)cc(C(=O)NCCSCc2ccco2)c1,-4.4
C[C@@H]1CN([C@H](C)CO)C(=O)c2cc(-c3ccccc3)cnc2O[C@H]1CN(C)C(=O)Nc1ccc2c(c1)OCO2,-4.3[25 µM]
CC1CCN(C(=S)c2ccc3c(c2)OCO3)CC1,-2.6
COc1ccccc1C(=O)NNC(=S)NC(=O)c1cc(OC)c(OC)c(OC)c1,-1.1
Cc1cccc(C)c1NCc1n[nH]c(=S)n1-c1ccccc1,23.5
COc1ccccc1C#Cc1ccc([C@@H]2[C@@H](C#N)N(C(=O)C3CCCC3)[C@H]2CO)cc1,8.3
COC(=O)C1CCN(S(C)(=O)=O)CC1,11.4
OCCN(Cc1ccccc1)Cc1ncccc1O,5.4
NC(N)=Nc1nc2ccc(Br)cc2c(=O)[nH]1,0.2
O=C(O)c1cc(/C=C/c2ccc(N3CCOCC3)cc2)nc2ccccc12,46.1
O=C(C[C@@H]1C[C@H]2c3cc(NC(=O)C4CCOCC4)ccc3O[C@H]2[C@H](CO)O1)NCc1cc(F)ccc1F,-10.3[25 µM]
O=C(NCCc1ccccc1)c1ccc(S(=O)(=O)N2CCCCC2)cc1,-5.9
CCc1cnc(N2[C@@H](C#N)[C@@H](c3ccc(C#Cc4ccccc4F)cc3)[C@@H]2CO)s1,13.4[25 µM]
COc1cc(OC)cc(C(=O)NCC(=O)NCCN2C(=O)S/C(=C\c3ccccc3Cl)C2=O)c1,-23.3
Cc1nc(-c2noc(-c3ccccc3Cl)n2)c(C(F)(F)F)o1,-76.2
CSCCC(NS(=O)(=O)c1ccc2ccccc2c1)C(=O)O (stereo not given),-3.4
O=C(O)CCc1ccc(-c2cccs2)n1CCc1ccccc1,-7.7
CCN1CCN(CCNC(=O)c2ccc(CS(=O)(=O)c3ccccc3C)o2)CC1,5.1
Cc1ccc(NC(=O)C(C)N=C2NS(=O)(=O)c3ccccc32)cc1 (stereo not given),-3.8
O=C(CCc1nnc2ccc(NCc3ccccc3)nn12)NC1CCCCC1,5.5
CCN(CC(=O)Nc1ccc(NC(C)=O)cc1)C(=O)c1cccc2ccccc12,10.1

# Looked up above.
# `COc1ccc2c3c(n(C)c2c1)[C@@H](CO)N(C(=O)c1cccc(F)c1)CC31CN(C(=O)c2cccc(F)c2)C1` – BL2 CD40 inh: 7.9[25 µM]
# `O=C(O)CCc1ccc(-c2cccs2)n1CCc1ccccc1` – BL2 CD40 inh: -7.7
# `CC(C)CNC[C@@H]1[C@@H](c2ccccc2)[C@@H](CO)N1Cc1ccc(F)cc1` – BL2 CD40 inh: -5.0[25 µM]
# `CC(C)OCCCN1C(=O)c2ccccc2C1C(=O)NC1CCCCC1` (stereo not given) – BL2 CD40 inh: 2.9&26.5

# Following part.
SMILES,BL2 CD40 inh
CC(=O)Nc1cn(-c2ccccc2)nc1-c1ccccc1,11.4
COc1cc(NC(=O)COC(=O)CCc2nc3ccccc3c(=O)[nH]2)cc(OC)c1,5.9
CN1[C@H](C(=O)NC2Cc3ccccc3C2)[C@@H](CO)[C@@H]2Cn3c(ccc(-c4cccnc4)c3=O)[C@@H]21,8.3[25 µM]
O=C1OC(=O)C2C1[C@@H]1CC[C@H]2O1 (stereo not given in full),6.4
N#C[C@H]1[C@@H](c2ccc(-c3cccc(F)c3)cc2)[C@H](CO)N1c1nc(-c2ccccc2)cs1,0.7[25 µM]
O=C1N[C@@H](c2ccccc2)COCc2cn(nn2)CC[C@@H]1Cc1ccccc1,3.8
O=C(C=C(C(=O)c1ccccc1)c1ccccc1)c1ccccc1,-5.3
CC1=C(C(=O)Nc2ccccc2)C(c2ccccc2)N2C(=O)CSC2=N1 (stereo not given),19.8
COC(=O)C[C@H]1CC[C@@H]2[C@H](COC[C@@H](O)CN2S(=O)(=O)c2ccccc2OC)O1,9.6[25 µM]
Cc1ccc(S(=O)(=O)N[C@H]2CC[C@@H](CCn3cc(C4CCCC4)nn3)O[C@@H]2CO)cc1,4.8
CO[C@H]1CN(C)C(=O)c2cc(NC(=O)C3CCC3)ccc2OC[C@@H](C)N(Cc2cccnc2)C[C@H]1C,-2.0
O=C(N/N=C/c1ccc2c(c1)OCO2)c1cc(-c2ccc(F)cc2)nc2ccccc12,-40.0
CCC(CC)NC(=O)Nc1ccccc1C(F)(F)F,5.7
CO[C@H]1CN(C)C(=O)c2ccc(NS(=O)(=O)CC(F)(F)F)cc2OC[C@@H](C)N(C(=O)NC(C)C)C[C@@H]1C,-18.5[25 µM]
C[C@@H]1CN([C@H](C)CO)C(=O)CCCn2nncc2CO[C@H]1CN(C)C(=O)Nc1cccc(F)c1,7.1[25 µM]
O=c1c(Br)c(N2CCOCC2)cnn1-c1ccccc1,-38.9
C/C(Cl)=C\Cn1c(NCCCn2ccnc2)nc2c1c(=O)n(C)c(=O)n2C,7.0
N#C[C@H]1[C@@H](c2ccc(-c3cccc(F)c3)cc2)[C@H](CO)N1C(=O)CN1CCOCC1,-10.9[25 µM]
CCOC(=O)c1cncc(C#CCO)c1,-0.3
COC(=O)C(CCCN=C(N)N)NC(=O)CCCc1c(-c2ccccc2)[nH]c2c(F)cc(F)cc12 (stereo not given),8.9[25 µM]
O=C(CCNC(=O)c1ccccc1)Nc1cccnc1,-0.5
COc1ccc(C2(C(=O)Nc3ccc(C(=O)N4CCOCC4)cc3)CCOCC2)cc1,9.3
C/C=C/c1ccc([C@@H]2[C@@H](CO)N3C(=O)CN(Cc4ccc(F)cc4)C[C@H]23)cc1,-5.2[25 µM]
COc1ccc(/C=C(\C#N)C(=O)OC2CCOC2=O)cc1 (stereo not given),6.4
O=C(CCNC(=O)c1ccccc1Cl)NN1C(=O)NC2(CCCCC2)C1=O,5.4
# Further compounds:
SMILES,BL2 CD40 inh
O=C(O)C1CSC2(c3ccc4c(c3)OCCO4)CCC(=O)N12 (stereo not given),1.3
CCOC(=O)C1CCN(C(=O)c2cc3ccc(OC)cc3[nH]2)CC1,-62.0
Cc1ccccc1OCC(=O)NNC(=O)Nc1ccccc1,-2.2
O=S(=O)(Nc1ccc(N2CCCCC2)cc1)c1cccc2cccnc12,11.7
Cc1sc(NC(=O)COc2ccccc2)c(C#N)c1C,-59.1
O=C(N[C@H]1CC[C@@H](CCn2cc(C3CCCC3)nn2)O[C@@H]1CO)c1cccnc1,5.8
O=C(OCc1cncs1)c1ccccc1Cl,-9.5
Cc1ccc(S(=O)(=O)N2CCCC2CNC(=O)C(=O)NC2CCCC2)cc1 (stereo not given),2.8
O=C1CC(c2ccccc2)n2nc(NS(=O)(=O)c3ccccc3)nc2N1 (stereo not given),20.4
Cc1sc(N)c(C#N)c1C,5.5
COc1ccc(N2CCN(C(=O)c3ccc(Cn4nc(C)c([N+](=O)[O-])c4C)o3)CC2)cc1,4.1
COc1ccc(C(=O)COC(=O)COc2cccc3c2OC(C)(C)C3)c(OC)c1,25.2
CCOC(=O)CNC(=O)c1cnn2cccnc12,-2.3
COCC(=O)N1CC(=O)N2[C@@H](CO)[C@H](c3ccc(-c4ccncc4)cc3)[C@@H]2C1,1.9[25 µM]
CN(C)C(=O)c1ccc(-c2ccc([C@@H]3[C@@H](CO)N4C(=O)CN(C(=O)CC5CC5)C[C@H]34)cc2)cc1,-11.9[25 µM]
CC(=O)NCC(=O)N(c1ccccc1)C1(C(=O)NC2CCCCC2)CCCCC1,1.9
CC[C@H](C)[C@H](NC(N)=O)C(=O)Nc1ccccc1F,1.9
C[C@H](CO)N1C[C@H](C)[C@@H](CN(C)Cc2ccccc2)OCc2cn(nn2)CCCC1=O,2.7[25 µM]
O=C(O)CCCC(=O)NCCCCc1ccccc1,5.4
COc1cc(/C=N/OCC(=O)Nc2cc(C)on2)ccc1OCc1ccccc1,-20.5
CC1C(=O)c2ccccc2CC1C(=O)O (stereo not given),1.2
O=C(c1cc2ccccc2o1)N(Cc1ccco1)Cc1cccs1,-5.4
CCC(C)(C(=O)NC1CCCC1)N(C)C(=O)Cc1c[nH]c2ccccc12 (stereo not given),-0.3

# Molecules above that have bromine (2):
SMILES,BL2 CD40 inh
NC(N)=Nc1nc2ccc(Br)cc2c(=O)[nH]1,0.2
O=c1c(Br)c(N2CCOCC2)cnn1-c1ccccc1,-38.9

# Screens as filed in PubChem BioAssay.

# These rows are one share of the data. The share of hits here may be higher or lower than overall.
